All columns: NCI-60 one-dose screen, growth in % after 48 h at 10 µM unless noted; 100 = growth as untreated, 0 = no growth, -100 = all killed.
SW-620: SW-620 colon cancer. 82,000 tested, 5.2% active
SNB-19: SNB-19 CNS cancer cells | 81,000 tested, 2.5% active | AID 1794751
SF-268: SF-268 CNS cancer cells | 82,000 tested, 3.1% active | AID 1794759
HT29: HT29 colon cancer; 81,000 tested, 7.4% active; AID 1794748
HCC-2998: HCC-2998 colon cancer; 79,000 tested, 4.7% active; AID 1794799
HCT-15: HCT-15 colon cancer. 82,000 tested, 5.2% active. AID 1794746
HCT-116: HCT-116 colon cancer; AID 1794798; 82,000 tested, 7.3% active
SNB-75: SNB-75 CNS cancer; AID 1794750; 79,000 tested, 5% active
KM12: KM12 colon cancer cells; 82,000 tested, 5% active; AID 1794800
* = called active by the depositor; nt = not tested or not shown; & = joins results of further samples. How the source made its calls: active means growth percent below 10; inactive means the rest.

Order of values: SW-620	SNB-19	SF-268	HT29	HCC-2998	HCT-15	HCT-116	SNB-75	KM12
CNC(=S)Nc1ccc(S(=O)(=O)Nc2ccc(Cl)nn2)cc1
    101	100	102	111	107	101	105	88	111
CCCCC1CCc2cccc3c(SCC(=O)N(C)c4ccc(Br)cc4)cc[n+]1c23 (stereo not drawn)
    103	100	119	111	111	99	111	114	110
CCn1c(O)c(C=Nc2ccccc2)s/c1=N/Nc1nc(-c2ccc([N+](=O)[O-])cc2)cs1
    92	94	91	80	61	95	89	103	79
CC1=CC(C)(C(Cl)(Cl)Cl)C(C)=C/C1=N/O (stereo not drawn)
    97	101	102	105	112	102	119	95	101
COc1ccc2c(c1)OC(N)=C(C#N)C2c1ccc(F)cc1 (stereo not drawn)
    19	30	47	5.9*	55	22	25	8.5*	26
CSCCC(NCCC#N)C(=O)O (stereo not drawn)
    103	97	100	96	90	103	105	104	103
CCCc1nc2sc3c(c2c(=O)n1NC(=O)c1ccc(C#N)cc1)CCCC3
    105	109	94	105	100	95	99	91	95
CC(=O)NCC(O)c1ccc([N+](=O)[O-])cc1 (stereo not drawn)
    101	98	100	104	99	92	103	83	101
O=C1OC(c2ccccc2)=N/C1=C\c1ccc(Cl)cc1Cl
    102	105	105	113	111	102	102	101	106
O=c1oc2ccc(-c3ccc(F)cc3F)cc2c(=O)n1-c1ccc(Br)cc1F
    79	72	59	109	82	47	57	74	61
O=c1sc2ncnc3ncn(c1=O)c32
    57	104	62	56	37	61	39	63	57
O=Cc1ccc([N+](=O)[O-])o1
    109&108	102&105	104&102	107&93	104&106	99&78	109&87	108&89	100&104
O=C1N=C2[C@@H]3CCCN3C(=O)c3ccccc3N2C(=O)C1c1ccccc1 (stereo partly drawn)
    102	100	99	95	104	105	99	84	101
O=S(=O)(NCCNc1nccc(-c2c(-c3cccc(F)c3)nc3occn23)n1)c1ccc(Br)cc1
    92	93	91	52	106	78	69	78	89
CC(=O)OCc1ccc(Cl)cc1Cl
    103	98	107	107	97	109	98	92	107
COc1cc(OC)c2c3nc4cc(C)c(C)cc4nc3n(CCN(C)C)c2c1
    35	70	86	50	77	-28*	39	78	85
CC(C)[C@H](CN)NC[C@H](C)NS(=O)(=O)c1ccc(C(C)(C)C)cc1
    94	111	93	66	105	99	86	84	101
COc1ccc([C@H]2[C@H](O)C(=O)N2c2cc(OC)c(OC)c(OC)c2)cc1F
    22	28	37	-26*	11	7.9*	1.0*	19	10.0*
Cc1ccc(C)c(O)c1
    103	93	104	101	99	101	nt	98	114
O=C(NC(=S)Nc1ccc(-c2ccccc2)cc1)c1ccccc1
    114	102	121	88	nt	87	nt	108	106

Single values from the results shown.
COc1ccc([C@H]2[C@H](O)C(=O)N2c2cc(OC)c(OC)c(OC)c2)cc1F in HCT-15 is entered as 7.9*
O=S(=O)(NCCNc1nccc(-c2c(-c3cccc(F)c3)nc3occn23)n1)c1ccc(Br)cc1 in HCT-116 is entered as 69

Other records follow.
Order of values: SW-620	SNB-19	SF-268	HT29	HCC-2998	HCT-15	HCT-116	SNB-75	KM12
COc1cc2cc(C(=O)N3C[C@@H](CCl)c4c3cc(OC(=O)N(CCC(=O)N3CCN(C)CC3)C3CCCCC3)c3ccccc43)[nH]c2c(OC)c1OC
    -55*	-5.8*	-41*	-34*	-91*	-35*	-88*	-76*	-39*
COc1ccc(Cn2cc3c(c2-c2ccccc2)CCCc2cnoc2-3)cc1
    28	61	73	20	88	32	29	51	32
CCCNc1ccncc1CO
    100	103	101	96	103	107	111	109	101
C/C(=C\CCc1ccsc1)CC/C=C(\C)CCCN1CCN(CCO)CC1
    -11*	64	72	-34*	20	-22*	26	43	27
Cc1ccc(NC(=O)C(C)C)cc1
    nt	100	116	111	109	105	99	119	108
c1ccc2nc(Cn3cc[n+](Cc4ccc5ccccc5n4)c3)ccc2c1
    78	48	67	42	58	102	nt	71	48
O=C(CSc1nnnn1-c1ccccc1)c1cc2cc(Cl)ccc2oc1=O
    102	95	101	108	103	101	101	87	103
CC1Sc2ccc(C(=O)N(C)Cc3cccc(F)c3)cc2NC1=O (stereo not drawn)
    97	113	119	105	111	105	103	85	101
Cc1ccc(S(=O)(=O)Nc2sccc2-c2nc(-c3ccccc3)no2)cc1
    97	94	92	100	98	98	86	84	90
CCOC(=O)/C=C(\CC(=O)OCC)C(=O)OCC
    106	104	102	106	122	104	110	88	109
Cc1ccc(/C=C/C(=O)Nc2ncc(Cc3ccc(F)cc3)s2)o1
    25	69	53	22	49	22	34	52	21
Cc1cc(=O)oc2cc3occ(CCNC(=O)c4ccccc4C(=O)O)c3cc12
    107	108	108	107	99	102	107	102	101
Cc1ccc(S(=O)(=O)NCCC(CC(C)c2cc3ccccc3o2)OCc2ccccc2)cc1 (stereo not drawn)
    100	100	106	107	95	97	109	98	105
CCCCNC(=S)NNC(=S)NCCCC
    104	nt	nt	113	115	101	107	112	105
O=C(Nc1cnn2ccc(N3CCC[C@@H]3c3cc(F)ccc3F)nc12)N1CC[C@H](O)C1
    106	92	91	74	nt	93	83	29	27
COc1ccc(C2N=C(SCC(=O)Nc3ccc(S(=O)(=O)NC(C)=O)cc3)NC(C)=C2C(C)=O)cc1 (stereo not drawn)
    107	107	111	120	121	104	113	100	102
CC([C@H]1CCC2C3CCC4C[C@@H](N(C)C)CC[C@]4(C)C3CC[C@@]21C)N(C)C (stereo partly drawn)
    88	104	109	20	87	60	59	56	102
Cn1c(=O)c2[nH]c(CN3CCCCC3)nc2n(C)c1=O
    99	104	97	102	nt	98	101	86	106
c1ccc(-c2n(Cc3ccc4ccccc4c3)c3c4ccccc4c4ccccc4c3[n+]2Cc2ccc3ccccc3c2)cc1
    -75*	-88*	-64*	-67*	-91*	-77*	-62*	-54*	-86*
COc1ccccc1N1CCN(c2ncnc3sc4c(c23)CCN(CC(=O)O)C4)CC1
    95	106	101	110	108	99	101	99	99

Record cards (already shown). Values in the order: SW-620, SNB-19, SF-268, HT29, HCC-2998, HCT-15, HCT-116, SNB-75, KM12
Cc1ccc(S(=O)(=O)NCCC(CC(C)c2cc3ccccc3o2)OCc2ccccc2)cc1 (stereo not drawn) reads 100, 100, 106, 107, 95, 97, 109, 98, 105
Cc1cc(=O)oc2cc3occ(CCNC(=O)c4ccccc4C(=O)O)c3cc12 reads 107, 108, 108, 107, 99, 102, 107, 102, 101
Cc1ccc(/C=C/C(=O)Nc2ncc(Cc3ccc(F)cc3)s2)o1 reads 25, 69, 53, 22, 49, 22, 34, 52, 21
c1ccc(-c2n(Cc3ccc4ccccc4c3)c3c4ccccc4c4ccccc4c3[n+]2Cc2ccc3ccccc3c2)cc1 reads -75*, -88*, -64*, -67*, -91*, -77*, -62*, -54*, -86*

(further entries)
Order of values: SW-620	SNB-19	SF-268	HT29	HCC-2998	HCT-15	HCT-116	SNB-75	KM12
Cc1ccc(N(CCCc2ccccc2)CCCc2ccccc2)cc1
    111	94	109	68	124	108	74	92	98
CCOC(=O)c1cc(C(=O)c2ccc(OC)c(OC)c2)n2ccncc12
    100	98	109	85	101	90	93	104	101
C=C1CC[C@H](C(=C)C)[C@H]2C=C(C)C(=O)C3=C(C(=O)[C@@](C)(O)C3)[C@H]12
    -53*	-91*	-50*	-38*	-84*	-81*	12	-71*	-74*
CC1=C2CCCCC2CCC1=O (stereo not drawn)
    104	97	104	97	111	100	106	95	103
O=C(C=C=Nc1ccccc1)C(=O)N=C=Cc1ccccc1
    -26*	92	69	52	74	11	-36*	76	81
Cc1cc(CSC(=N)N)c(C)cc1CSC(=N)N
    95	104	105	94	112	95	96	73	112
Fc1cccc(CNc2nc(SCCN3CCOCC3)nc3c2cnn3CC(Cl)c2ccc(Br)cc2)c1 (stereo not drawn)
    -38*	42	35	-50*	12	-65*	18	42	8.5*
COc1ccc(-n2c(-c3ccc(C)cc3)cnc2SCC(=O)Nc2ccc(-c3nc4ccccc4s3)cc2)cc1
    111	106	102	102	nt	101	101	102	112
COc1ccc(Nc2nn3c(=O)c4cc(SC)ccc4nc3s2)cc1
    108	101	99	87	nt	101	93	108	96
COc1cc(C2=N/C(=C\c3cc4cc(Oc5ccccc5)ccc4nc3OC)C(=O)N2)cc(OC)c1OC
    86	97	88	93	102	102	86	79	101
Cn1cc(-c2csc(-c3cn(CCO)c4ccc(F)cc34)n2)c2cccnc21
    30	70	78	18	64	42	36	46	31
Oc1ccccc1C=NCCN(CCN=Cc1ccccc1O)c1ccccc1
    106	114	104	95	99	96	106	89	103
CC(=O)Nc1cccc(Cn2c(=O)[nH]c3ccc(Oc4ncccn4)cc3c2=O)c1
    99	89	86	97	97	102	91	85	102
CCOc1ccc(/C=N/NC(N)=S)cc1OCC
    99	104	107	109	106	105	103	79	102
O=C1OC2(OC(=O)c3ccccc32)Oc2ccc(F)cc21 (stereo not drawn)
    96	108	91	102	96	100	101	89	94
C=CCc1cc(OC)c(OC)c(OC)c1
    92	103	95	98	100	99	99	101	89
O=C(O)c1cccc2c1-c1c(cccc1[N+](=O)[O-])C2
    106	107	97	104	nt	105	120	87	114
Oc1ccc(Cl)cc1-c1nc2ccccc2s1
    106	109	110	108	100	84	107	nt	96
CCOC(=O)N1CCc2c(sc3nc4n(C)cnn4c(=O)c23)C1
    105	93	101	99	108	112	95	75	108
COc1cc2c(cc1OC)C1(NCC2)C(=O)N(Cc2ccc(F)cc2)c2ccccc21 (stereo not drawn)
    106	94	96	106	98	95	92	73	103

The closing 2 entries of the section before come first, to join the parts.
Order of values: SW-620	SNB-19	SF-268	HT29	HCC-2998	HCT-15	HCT-116	SNB-75	KM12
CCOC(=O)N1CCc2c(sc3nc4n(C)cnn4c(=O)c23)C1
    105	93	101	99	108	112	95	75	108
COc1cc2c(cc1OC)C1(NCC2)C(=O)N(Cc2ccc(F)cc2)c2ccccc21 (stereo not drawn)
    106	94	96	106	98	95	92	73	103
Clc1ccc(C2=NN(c3ccc(Cl)cc3)C(c3ccc(Cl)cc3)C2)cc1 (stereo not drawn)
    102	97	106	104	nt	101	92	95	84
CN(C)c1ccc(C2C(C/C(N)=N\O)=C(N)Oc3ccc4ccccc4c32)cc1 (stereo not drawn)
    94	94	88	117	103	96	88	80	92
CCOC(=O)C#Cc1c(C(=O)OCC)nnn1[C@@H]1O[C@H](CO)[C@H]2OC3(CCCCC3)O[C@H]21
    -71*	96	95	7.9*	85	-39*	66	73	95
CCOP(=O)(OCC)OC[C@]1(C)CC[C@]2(C)CC[C@]3(C)C(=C2C1)C=C[C@@H]1[C@@]2(C)CCCNC(C)(C)[C@@H]2CC[C@]13C
    96	95	96	48	99	70	41	95	89
COC(=O)c1cc(Cl)nc(S(C)(=O)=O)n1
    95	96	105	104	92	102	108	91	99
Cc1ccccc1N(C=O)c1ccccc1C
    107	110	105	101	nt	108	102	91	112
O=C(O)C1OC(C(=O)O)C(C(=O)O)C1C(=O)O (stereo not drawn)
    114	108	101	97	105	103	105	75	102
CCN(CC)C(=O)c1cccc2c1OCO2
    105	97	94	89	104	108	94	109	96
CCOC(=O)c1cc2c(n1Cc1ccccc1)-c1[nH]c(=O)c(S(=O)(=O)c3ccccc3)cc1CCC2
    106	101	102	92	101	96	97	93	102

Screens (PubChem)
